Screening results deposited in PubChem BioAssay by Southern Research Specialized Biocontainment Screening Center.
H37Rv inhibition – M. tuberculosis growth inhibition, HTS (AID 449762). M. tuberculosis H37Rv growth inhibition, 7H9 media; higher % means a stronger effect. inhibition, % at 25 µM, or IC50 in µM where a hit was titrated. actives 0.59% (n = 330,000); in the data active = a potency from the dose series; inconclusive = inhibition above about 70% without an active follow-up result;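 also: bacterial growth assessed after seven days of incubation; strong numbers were not always called active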
M. tuberculosis – growth inhibition of non-replicating M. tuberculosis (AID 488890) | Mycobacterium tuberculosis non-replicating, growth inhibition; higher % means a stronger effect | actives 0.39% (n = 320,000) | one-dose inhibition, % at 25 µM; IC50 in µM for titrated hits; in the data active = a potency from the dose series; inconclusive = inhibition mostly from about 82% at the one dose, without a potency; inactive = the rest, 99 in 100 with inhibition below about 76%;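 also: plate controls were DMSO cells for no effect and high antibiotic wells for full effect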
Salmonella PhoP GFP – Inhibition of PhoP regulon, Salmonella typhi GFP reporter cells, confirmation, 4 h (AID 1850) | Salmonella Typhi PhoP-promoter GFP reporter, fluorescence, 4 h; higher % means a stronger effect | inhibition, % at 50 µM; hits with a dose series show IC50 in µM | actives 0.33% (n = 310,000); in the data active = a potency from the dose series; inconclusive = inhibition mostly from about 25% at the one dose, without a potency; inactive = the rest, 99 in 100 with inhibition below about 19%;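 also: 0% = induced wells with vehicle and 100% = uninduced wells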
influenza NS1A – NS1A inhibition, H1N1 influenza, cell based functional assay (AID 504329); NS1A functional cell-based assay, percent inhibition; higher % means a stronger effect; inhibition, % at 12.5 µM, or IC50 in µM where a hit was titrated; actives 0.3% (n = 340,000); in the data active = a potency from the dose series; inconclusive = inhibition above about 27% without an active follow-up result; also: strong numbers were not always called active
VEEV TC-83 Vero – inhibitors of VEEV TC-83 cytopathic effect, confirmation, Vero cells (AID 588727) | inhibition, % at 20 µM, or IC50 in µM where a hit was titrated | actives 0.13% (n = 350,000) | Vero cells, VEEV TC-83 cytopathic effect inhibition; higher % means a stronger effect; in the data active = a potency from the dose series; inconclusive = inhibition mostly from about 14% at the one dose, without a potency; inactive = the rest, 99 in 100 with inhibition below about 12%; also: strong numbers were not always called active
VEEV TC-83 Vero 10K pilot screen – further read-out of VEEV TC-83 Vero, marked with its call; inhibition, %; measured here: 10K pilot screen inhibition
* marks the source's active call; other numbers are inactive results; i = inactive; u = inconclusive; x = not tested or not shown.

SMILES | H37Rv inhibition | M. tuberculosis | Salmonella PhoP GFP | influenza NS1A | VEEV TC-83 Vero | others
COc1cc(OC)cc(C(=O)NCC(=O)OC2CCCCC2=O)c1 (stereo not given) | -2% | -9% | x | -13% | 1.6%
O=C(CCCn1c(=O)c2ccccc2n(Cc2cccc(F)c2)c1=O)NC1CCN(Cc2ccccc2)CC1 | u | 52% | -13% | x | x
COc1ccccc1C(=O)NCCC(=O)N(C)Cc1ccc(C)o1 | -7% | -9% | -3% | -1% | 1.6%
O=c1cc(-c2ccc(O)cc2)oc2ccc3ccccc3c12 | 7% | 22% | x | -8% | 2.2%
COc1cc(S(=O)(=O)N2CCCN(C)CC2)ccc1NC(C)=O | 2% | -7% | 5% | 11% | i
Cc1ccc(C(=O)Nc2ccc3c(c2)ncn3C)cc1 | -14% | -6% | 19% | 7% | 2.1% | VEEV TC-83 Vero 10K pilot screen=1.3
CC(=O)c1cccc(NC(=O)NCCS(C)=O)c1 (stereo not given) | -3% | 1% | 12% | -6% | 0.3%
COc1ccc(-c2nnc(-c3ccc(N(C)C)cc3)o2)cc1 | 5% | -5% | -1% | 8% | 3.1%
COC(=O)c1sccc1NC(=O)c1ccncc1 | -1% | -1% | -3% | -1% | 6.7%
COc1ccc(C(=O)C(C)OC(=O)c2cccc(S(=O)(=O)Nc3c(C)n(C)n(-c4ccccc4)c3=O)c2)cc1 (stereo not given) | -2% | 12% | x | 3% | 4.1%
Cc1ccc2c(CC(=O)N3CCN(S(=O)(=O)c4ccccc4)CC3)coc2c1 | x | x | x | -2% | 6.9%
CCn1c2ccccc2c2cc(NC(=O)CSc3nccc(=O)[nH]3)ccc21 | 55% | 58% | -6% | 1% | 4.9%
Nc1nc(N)nc(-c2ccccn2)n1 | -11% | 20% | -1% | 20µM* | 0.1%
O=C(CSc1n[nH]c(-c2ccc(S(=O)(=O)NC3CCCCC3)cc2)n1)N1CCCC1 | -14% | x | -1% | 2% | i
O=C(c1ccc(CN2CCOCC2)cc1)N1CCN(Cc2ccccc2)CC1 | -7% | 8% | 7% | 7% | 5.0%
COc1ccc2c(c1OC)C(=O)N1c3ccccc3SC21 (stereo not given) | -13% | -5% | -12% | -15% | i
COc1ccc(-n2nc(C(=O)NCC(=O)NCC3COc4ccccc4O3)c3ccccc3c2=O)cc1OC (stereo not given) | 3% | 16% | -4% | -14% | 4.9%
Cc1ccc2cc(CN(Cc3cccs3)Cc3nnnn3CC3CCCO3)c(=O)[nH]c2c1 (stereo not given) | 14% | 50% | -10% | -3% | 1.5%
Cc1ccc(SCC(=O)Nc2cccnc2)cc1 | 3% | 62% | -3% | 1% | 0.4%
Cc1cc(CN(C)C(=O)CC2C(=O)NCCN2CC(c2ccccc2)c2ccccc2)on1 (stereo not given) | 6% | 15% | -7% | 10% | i
COc1ccc(C(=O)Nc2ncc3c(n2)CC(C)CC3=O)cc1 (stereo not given) | -1% | -3% | -6% | -8% | 1.2%
COC(=O)CCN1CCC(C(N)=O)CC1 | -7% | -5% | 2% | 10% | 0.4%
CSc1nc(Cc2ccccc2)nc2ccccc12 | 18% | 44% | 3% | -1% | i
COc1ccccc1CNC(=O)c1c(O)c2cc(OC)c(OC)cc2[nH]c1=O | -8% | -46% | 5% | -8% | 2.6%
Cc1ccc(NC(=O)COC(=O)COc2ccc(Cl)cc2)c([N+](=O)[O-])c1 | 1% | 51% | 7% | -4% | 0.3%
O=C(CNC(=O)c1cccs1)NCC(=O)OCc1ccc(Cl)cc1 | -14% | 16% | 4% | -3% | 0.7%
N#Cc1cn(CC(=O)NCCc2c[nH]c3ccccc23)c2ccccc12 | 18% | 53% | -8% | 5% | 6.5%
CCOc1ccc(-c2nnc(N)o2)cc1 | u | 12% | 1% | 19% | 1.7%
COc1ccc(NC(=O)c2cn(CCC#N)nc2-c2cccs2)cc1 | 0% | 14% | -16% | 0% | 0.1%
Cc1ccc(C)c2c1c1ccccc1n2C | -7% | 3% | 0% | -9% | 3.8%
CCOc1ccc(S(=O)(=O)N2CCN(C(=O)c3ccc(-n4cncn4)c([N+](=O)[O-])c3)CC2)cc1 | -3% | -15% | -2% | -1% | 1.6%
CCC(CC)NC(=O)CCCSc1nc2ccccc2[nH]1 | -6% | -19% | 0% | 5% | i
CCN(CC)S(=O)(=O)c1ccc(S(=O)(=O)N(CC(=O)Nc2ccccc2)Cc2ccco2)cc1 | 4% | -14% | -2% | 14% | i | VEEV TC-83 Vero 10K pilot screen=0.0
Cc1nn(C)c(Oc2cccc(C(F)(F)F)c2)c1C#N | 1% | -3% | -7% | -8% | 0.8%
CC(NC(=O)COC(=O)c1ccc2c(c1)S(=O)(=O)N=C1CCCCCN12)C12CC3CC(CC(C3)C1)C2 (stereo not given) | 3% | -31% | 2% | 4% | 0.7%
Clc1ccc(CN2C3=NCCCN3c3ccccc32)cc1Cl | 8% | 58% | 15% | -4% | 2.8%
Cc1ccc(-c2nnc(SCC(=O)N/N=C/c3ccc(C)s3)n2-c2ccc(C)cc2)cc1 | -1% | 11% | -8% | -4% | 13%
O=c1[nH][nH]c(-c2ccccc2O)c1C(C[N+](=O)[O-])c1ccccc1 (stereo not given) | 26% | 0% | 10% | -5% | 2.7%
Cc1cc(C)nc(Nc2n[nH]c(-c3ccc(N)cc3)n2)n1 | 3% | -4% | -3% | 5% | i
COc1ccccc1N=NC1=C(O)CC(C)(C)CC1=O | 7% | 21% | -4% | 7% | 1.2%
O=C(CSc1nncn1-c1ccccc1)c1c[nH]c2ccccc12 | -2% | 1% | -6% | -3% | 2.0%
CCn1ncc(S(=O)(=O)NCc2ccco2)c1C | -5% | -7% | 1% | -11% | 0.7%
COC(=O)CSc1nc2c(c(=O)[nH]c(=O)n2C)n1CCC(C)C | -1% | -6% | -1% | -6% | 0.1%
COc1cc(CC(C#N)(CO)c2nc3ccccc3[nH]2)ccc1OC(F)F (stereo not given) | -2% | 8% | -5% | -8% | 0.2%
C[C@H](CO)N1C[C@H](C)[C@@H](CN(C)C(=O)NC2CCCCC2)Oc2c(NC(=O)Nc3ccc4c(c3)OCO4)cccc2C1=O | -3% | 11% | x | 0% | 6.8%
O=c1c2ccccc2sc2nc(CCl)nn12 | x | x | x | -7% | i
CC(C(=O)Nc1nc(-c2ccc(F)cc2)cs1)N1C(=O)C2CC=CCC2C1=O (stereo not given) | -3% | 16% | x | -3% | 6.1%
Cc1nn(S(=O)(=O)c2ccccc2)c(C)c1S(=O)(=O)N1CCC(C)CC1 | -11% | -7% | 10% | 5% | 0.9%
C[C@]12CCC3C(CC[C@H]4C[C@@H](O)CC[C@]34C)C1CC[C@@H]2N (stereo not given in full) | -13% | 51% | x | 4% | i
O=C(Nc1ccc(C(=O)N2CCCC2)cc1)C1CCCCC1 | x | x | x | -4% | i
O=C1CCCCCN1CP(=O)(O)CN1CCCCCC1=O | -2% | 19% | 0% | 0% | 0.6%
Nc1nnc(CCC2CCCCC2)s1 | -4% | -6% | -6% | 0% | 1.3%
COc1cccc(N(CC(=O)NC2CCCC2)C(=O)Cn2nnc(-c3ccc(C)cc3)n2)c1 | 0% | 17% | 4% | 7% | i
CCC(C(=O)NCCN1CCN(C)CC1)n1c(C)c2cnn(-c3ccccc3)c(=O)c2c1C (stereo not given) | 2% | 4% | -1% | -10% | 0.1%
COc1cc(C(=O)NC(C)c2ccc(-n3ccnc3)cc2)cc(OC)c1C (stereo not given) | 2% | 22% | -1% | 1% | 2.4%
CC(CCN1C(Nc2ccccc2)=NC[C@@H]1C)c1ccccc1 (stereo not given in full) | 2% | 32% | -4% | -13% | 0.0%
COc1ccc(-n2c(Cc3cccn3C)nnc2SCC(=O)Nc2cccc(C)c2C)cc1 | 1% | 44% | 5% | 7% | 0.3%
COc1ccc(Cn2cc(CN3CCS(=O)(=O)N(Cc4ccc(-c5cccc(Cl)c5)cc4)C(C)C3=O)nn2)cc1 (stereo not given) | x | x | x | -1% | 2.9%
CN(C)CCNC(=O)c1cccc2nc3c(ccc4ccccc43)nc12 | x | x | x | 11% | i
O=C(COC(=O)c1cc([N+](=O)[O-])ccc1NCc1ccccc1Cl)NCC(F)(F)F | 1% | 53% | -7% | -3% | 1.1%

The list continues:
SMILES | H37Rv inhibition | M. tuberculosis | Salmonella PhoP GFP | influenza NS1A | VEEV TC-83 Vero | others
Cc1cccc(NC(=O)COc2ccc(Br)cc2/C=N/O)c1 | -3% | 59% | 1% | -3% | 10%
Fc1ccc(CN2C3=NCCN3c3ccccc32)cc1 | 3% | 1% | -13% | 2% | 2.1%
O=C(O)c1ccccc1/C=N/Nc1nc(N2CCCCC2)nc(N2CCCCC2)n1 | 0% | -4% | -2% | x | x
CN(CCc1ccccc1)C(=O)c1cccc(NC(=O)Cc2cccc(NC(=O)C3CCCN(C(=O)CCc4ccccc4)C3)c2)c1 (stereo not given) | x | x | x | -11% | i
N#Cc1c2ccccc2nc2ccccc12 | u | 76% | -3% | 6% | 3.5%

By substructure: the entries above with an aryl thioether with sulfur outside any ring.
SMILES | H37Rv inhibition | M. tuberculosis | Salmonella PhoP GFP | influenza NS1A | VEEV TC-83 Vero | others
CCn1c2ccccc2c2cc(NC(=O)CSc3nccc(=O)[nH]3)ccc21 | 55% | 58% | -6% | 1% | 4.9%
O=C(CSc1n[nH]c(-c2ccc(S(=O)(=O)NC3CCCCC3)cc2)n1)N1CCCC1 | -14% | x | -1% | 2% | i
Cc1ccc(SCC(=O)Nc2cccnc2)cc1 | 3% | 62% | -3% | 1% | 0.4%
CSc1nc(Cc2ccccc2)nc2ccccc12 | 18% | 44% | 3% | -1% | i
CCC(CC)NC(=O)CCCSc1nc2ccccc2[nH]1 | -6% | -19% | 0% | 5% | i
Cc1ccc(-c2nnc(SCC(=O)N/N=C/c3ccc(C)s3)n2-c2ccc(C)cc2)cc1 | -1% | 11% | -8% | -4% | 13%
O=C(CSc1nncn1-c1ccccc1)c1c[nH]c2ccccc12 | -2% | 1% | -6% | -3% | 2.0%
COC(=O)CSc1nc2c(c(=O)[nH]c(=O)n2C)n1CCC(C)C | -1% | -6% | -1% | -6% | 0.1%
COc1ccc(-n2c(Cc3cccn3C)nnc2SCC(=O)Nc2cccc(C)c2C)cc1 | 1% | 44% | 5% | 7% | 0.3%

An unsorted share of the library; 1.5% or so of the library scored in one or more.
